VHR inh color: VHR1 (DUSP3) phosphatase inhibition. P51452. recombinant VHR phosphatase, colorimetric substrate read-out. inhibition, % at 20 µM. 0.7% of 50,000 active. AID 1992; in the data active = inhibition above about 60%; also: some results filed as inactive read as strong as hits
Target sequence (P51452 whole entry, looked up): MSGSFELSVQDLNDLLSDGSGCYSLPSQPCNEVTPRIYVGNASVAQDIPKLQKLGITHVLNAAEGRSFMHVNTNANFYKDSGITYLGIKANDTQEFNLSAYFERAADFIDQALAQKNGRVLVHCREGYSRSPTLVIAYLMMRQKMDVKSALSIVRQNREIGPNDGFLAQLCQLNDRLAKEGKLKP
The depositor's hits bear a star. A portion of the library; count on the stated rates, not on these rows.

structure	VHR inh color
CN1CCN(Cc2c(O)ccc3cc(-c4ccccn4)c(=O)oc23)CC1	-14.1
COc1ccccc1/C=N/N=C1/NC(=O)C(Cc2ccc(C)cc2)S1 (centres undefined)	33.6
CCOc1cc(OCC)cc(C(=O)Nc2ccccn2)c1	3.7
COc1ccc(S(=O)(=O)N2CCN(C(=O)c3cccs3)CC2)cc1	-14.3
Cc1ccc(CCC(=O)Nc2ccc(Cl)cc2)o1	7.6
COc1ccc(OC)c(S(=O)(=O)NCc2ccco2)c1	-16.9
O=C(CSc1ccccc1)Nc1cccc([N+](=O)[O-])c1	-1.8
COC(=O)C1=C(C)NC(=O)NC1c1ccc(OCC(N)=O)cc1 (centres undefined)	-20.8
O=c1c2cc(I)ccc2nc(/C=C/c2c[nH]c3ccccc23)n1-c1ccccc1	-10.7
Cc1ccccc1C(=O)NCC1CCCO1 (centres undefined)	5.7
Cc1cc(/C=C2/NC(=S)NC2=O)c(C)n1-c1ccc(N2CCOCC2)cc1	61.6*
CCOP(=O)(CC(=O)NNC(=O)Nc1ccccc1)OCC	-10.4
O=C(NC1CCCCC1)c1c(F)cccc1F	-13.1
CCCCC1CCC(c2nc(-c3ccccn3)no2)CC1 (centres undefined)	-0.5
CCN(CC)CC1OCc2ccccc2CO1	5.6
CC(=O)/C=C1\NC(C)(C)Cc2ccccc21	-4.2
CC(=O)N1CCCC1C(=O)Nc1ccc(C)cc1 (centres undefined)	-3.3
CCCC(C)NS(=O)(=O)c1ccccc1 (centres undefined)	-8.5
COc1ccc(N2C(=O)C=C(Nc3ccccc3)C2=O)cc1	-6.8
CCOC(=O)c1c(N)sc(C(=O)N2CCCC(C(N)=O)C2)c1C (centres undefined)	-5.2
COc1cc(/C=C2\C(=O)NN(c3ccccc3)C2=O)cc(OC)c1	94.2
O=C(CN(Cc1ccccc1)S(=O)(=O)c1ccccc1)Nc1ccc(Oc2ccccc2)cc1	-11.9
CC(C)(C)C1(C)OC(O)(C(Cl)(Cl)Cl)CC1=O (centres undefined)	7.9
N/C(=N\OC(=O)CCc1ccccc1)c1ccc([N+](=O)[O-])cc1	-9.0
COc1ccc(/C=N/Nc2cc(-n3nc(C)cc3C)nc(C)n2)cc1	-25.8
COc1ccc(N(CC(=O)NCCc2ccc(OC)c(OC)c2)S(=O)(=O)c2ccccc2)cc1	-16.1
CCOc1ccccc1C=NN1CCN(c2ccc(Cl)cc2)CC1	-1.3
COc1ccc(N2C(=O)/C(=C/c3ccc(-c4ccccc4[N+](=O)[O-])o3)SC2=S)cc1	-16.6
COc1ccc(C(=O)CSc2nnc(-c3cccc(Br)c3)o2)cc1	-18.9
Cc1ccccc1C(=O)NN1C(=O)/C(=C\c2ccco2)SC1=S	7.4
CCCC(C)C1C(C#N)=C(N)Oc2c1c(=O)oc1ccccc21 (centres undefined)	10.7
CC(C)Oc1ccccc1NS(=O)(=O)c1ccccc1[N+](=O)[O-]	-24.8
Cc1cc(C)c(NC(=O)C(C)Sc2nc3ccc(N4C(=O)c5ccccc5C4=O)cc3s2)c(C)c1 (centres undefined)	-23.9
Cc1nn(C(=O)c2ccc(F)cc2)c(C)c1Sc1ccccc1	-30.6
S=C(NCc1cccnc1)Nc1ccc(Cl)cc1Cl	15.5
COc1ccc(/C(O)=C2/C(=O)C(=O)N(CCCCCC(=O)O)C2c2cccc([N+](=O)[O-])c2)cc1 (centres undefined)	-0.8
CCOC(=O)C(=CNc1ccc(OC)c(Cl)c1)C(=O)OCC	-6.5
Cc1cc(C(=O)Nc2ccccn2)ccc1[N+](=O)[O-]	-10.1
O=[N+]([O-])c1ccc(N2CCOCC2)cc1NCCOc1ccc(Cl)cc1	-14.1
COc1ccc(-c2nn(-c3ccccc3)cc2/C=N/NS(=O)(=O)c2ccccc2)cc1	-1.8
O=C(Oc1ccc(Br)cc1C(=S)N1CCOCC1)c1ccc([N+](=O)[O-])cc1	-4.3
COc1cccc(/C=C2/SC(NC(C)=O)=NC2=O)c1OC	6.7
COc1ccccc1NC(=O)C(C)Oc1ccc(Cl)cc1C (centres undefined)	-37.6
CCc1ccc(OCCSc2nc3ccccc3[nH]2)cc1	-14.6
CN(c1ccc(C(=O)O)cc1)S(=O)(=O)c1ccccc1	17.0
COc1ccc(/C=C(/C#N)C(=O)Nc2cccc(Br)c2)c(OC)c1	-7.8
CCOc1ccc(/C=C2/SC(NC(C)=O)=NC2=O)cc1OCC	2.1
O=Cc1cn(Cc2cccc3ccccc23)c2ccccc12	-2.5
Cc1ccc(-c2nc(-c3ccccc3Cl)no2)cc1	-5.6
CCCC(C(=O)O)N1C(=O)/C(=C\c2ccc(-c3ccc([N+](=O)[O-])cc3)o2)SC1=S (centres undefined)	6.8
CC1C(c2ccc(Cl)cc2)NC(c2ccc(Cl)cc2)C(C)C1(O)c1ccc(F)cc1 (centres undefined)	1.1
COc1cc(/C=C2\SC(=Nc3ccc(F)cc3)NC2=O)cc(OC)c1OC	-3.6
OC(Cc1ccccc1)(c1ccc(F)cc1)C(CN1CCOCC1)c1ccccc1 (centres undefined)	-8.0
COC(=O)COc1ccc(/C=C2/C(=O)N(c3ccccc3)N=C2C)cc1	-24.2
Cc1ccc(S(=O)(=O)n2cnc3cc([N+](=O)[O-])ccc32)cc1C	5.6
O=C1CC(c2ccccc2)CC2=C1C(c1cccc(Cl)c1Cl)Nc1ccccc1N2 (centres undefined)	2.2
Cc1nnc(NC(=O)c2cc(-c3ccc(Cl)cc3)nc3ccccc23)s1	-6.2
O=C1/C(=C/c2cccc3ccccc23)SC(=S)N1Cc1ccco1	-5.0
O=C(/C=C/c1ccc(Cl)cc1)Nc1ccc(Cl)cn1	-6.1
COc1ccc(CCN2C(=O)/C(=C/C=C/c3ccccc3)SC2=S)cc1OC	35.4

Another view of some results above:
Structure: CC(=O)/C=C1\NC(C)(C)Cc2ccccc21
  VHR inh color: -4.2
Structure: CC(=O)N1CCCC1C(=O)Nc1ccc(C)cc1 (centres undefined)
  VHR inh color: -3.3
Structure: CCCC(C)NS(=O)(=O)c1ccccc1 (centres undefined)
  VHR inh color: -8.5

The main list resumes with the 3 entries that preceded the break.
structure	VHR inh color
O=C1/C(=C/c2cccc3ccccc23)SC(=S)N1Cc1ccco1	-5.0
O=C(/C=C/c1ccc(Cl)cc1)Nc1ccc(Cl)cn1	-6.1
COc1ccc(CCN2C(=O)/C(=C/C=C/c3ccccc3)SC2=S)cc1OC	35.4
CC(C)COc1ccc(C(=O)NCCc2c[nH]c3ccccc23)cc1	1.9
COc1ccc2c(c1)-c1c(ssc1=Nc1ccc(S(=O)(=O)Nc3nccs3)cc1)C(C)(C)N2	-6.6
COc1ccc(Cl)cc1/C=C1/C(=O)NN(c2cccc(Br)c2)C1=O	5.5
Cc1ccc(N=C(NO)c2ccc(Cl)cc2Cl)cc1	-15.2
Cc1c(C(=O)O/N=C(\N)c2ccc(Cl)cc2)cccc1[N+](=O)[O-]	2.9
Cc1cc(Cl)ccc1OCCCC(=O)NC1CCCCC1	-29.8
O=[N+]([O-])c1ccc(Oc2ccc(S(=O)(=O)N3CCCC3)cc2)cc1	-31.8
O=C(CCNc1cccc(F)c1)c1cccc([N+](=O)[O-])c1	8.6
Cc1ccc(C(=O)Nc2ccccc2C(=O)OCCN2CCCC2=O)cc1	-9.2
Fc1ccccc1CSc1nc2ncccc2[nH]1	10.4
C=CCc1cccc(/C=N/NC(=O)c2cc(C)[nH]n2)c1O	0.0
CN1C(=O)NC(=O)/C(=C/c2cn(C)c3ccccc23)C1=O	-1.3
CSCCC(N=C1NC(C)(C)Cc2c1ccc1ccccc21)C(=O)O (centres undefined)	-22.0
C=CCOc1ccc(/C=C2/C(=O)NC(=O)N(c3cccc(C)c3)C2=O)cc1OCC	-2.0
O=C(CC1S/C(=N\N=C\c2cccs2)NC1=O)Nc1ccccc1F (centres undefined)	3.4
CC(NC(=O)c1ccc(S(=O)(=O)N2CCCCC2)cc1)C12CC3CC(CC(C3)C1)C2 (centres undefined)	-5.8
Cc1ccc(SCc2cc(=O)n(-c3nc4ccccc4s3)[nH]2)cc1	18.2
CCCOc1ccc(N2C(=O)CC(NCc3ccccc3)C2=O)cc1 (centres undefined)	-6.8
O=C(/C=C\c1ccc(-c2ccc(Br)cc2)o1)N1CCOCC1	-24.3
COc1ccc(Nc2ncnc3ccc(Br)cc23)cc1	0.8
COc1ccccc1C(=O)Nc1nc(C)c(C(C)=O)s1	-3.8
COc1ccc(/C=C2/SC(=S)N(CC(=O)O)C2=O)cc1Br	-25.1
CCOc1cccc(C(=O)Nc2ccc(N(CC)CC)cc2)c1	-6.8
Cc1cccc(C)c1OCC(=O)Nc1sc2c(c1C#N)CCCC2	5.0
Cc1cc(C)c(OCCCCN2CCCCC2)c(Cl)c1	-62.0
COc1ccc(C)cc1C(=O)CCC(=O)O	-12.8
Cc1ccc(NC(=O)CCCCC(=O)Nc2ccc(C)c(F)c2)cc1F	0.8
Cc1nn(C(=O)Cc2ccccc2)c(C)c1Br	6.7
Cc1nnc(C)n1/N=C/c1cccc([N+](=O)[O-])c1	-3.0
Clc1ccccc1CSc1nc2ncccc2[nH]1	-13.2
O=C1/C(=C\c2ccc(-c3ccccc3Cl)o2)SC(=S)N1Cc1ccccc1	-6.8
O=C1CCC(C(=O)Nc2ccccc2)N1 (centres undefined)	20.2
O=C1c2ccccc2C(=O)N1Oc1ccc(C(F)(F)F)cc1[N+](=O)[O-]	3.8
O=C(O)c1ccc(-c2ccc(C=C3C(=O)c4ccccc4C3=O)o2)cc1Cl	14.4
O=c1oc2c(-c3cc(Cl)ccc3Cl)cc(O)cc2s1	14.0
CCOC(=O)c1ccc(N2C(=O)CC(=O)NC2=O)cc1	-9.4
CCOc1ccc(NC(=O)CN(c2ccc(OC)c(Cl)c2)S(C)(=O)=O)cc1	-25.1
CC(C)CC(=O)NS(=O)(=O)c1ccc(NS(C)(=O)=O)cc1	-5.4
Cc1cc(-c2ccc(C)o2)c(C#N)c(SCC(=O)c2ccccc2)n1	-14.0
O=C(N/N=C/c1ccc(OC(=O)c2ccccc2Br)cc1)c1ccccn1	-14.6
O=C(Cn1cc(/C=C2/C(=O)NC(=S)N(c3ccccc3F)C2=O)c2ccccc21)Nc1ccccc1	-6.6
CCn1c(SCC(=O)N/N=C/c2cccn2C)nnc1-c1ccc(OC)cc1	2.1
CN1CCN(Cn2c(O)c(N=NC(=O)CSc3nc4ccccc4s3)c3ccccc32)CC1	3.5
COc1cccc(NC(=O)COc2cccc(C)c2C)c1	-19.8
O=C(NC1Sc2ccccc2N=C1c1ccccc1)c1ccco1 (centres undefined)	-18.2
COc1ccccc1NC(=O)C1=C(C)NC(=S)NC1c1ccccc1OC (centres undefined)	4.1
O=Cc1ccccc1OC(=O)c1cc2ccccc2oc1=O	-7.2
O=C(Nc1nnc(-c2ccccc2)s1)c1cccc(Cl)c1	-22.6
O=C(O)c1ccccc1N(Cc1ccccc1)S(=O)(=O)c1ccccc1	-12.1
CCOC(=O)c1cc(Br)c(Cl)cc1[N+](=O)[O-]	-17.8
Cc1cc(C)cc(N2C(=O)NC(=O)/C(=C\c3ccc(Br)s3)C2=O)c1	3.1
CC(Oc1cccc(Cl)c1)C(=O)NCc1ccco1 (centres undefined)	3.2
O=C(NN1CCOCC1)c1ccc(Cl)cc1Cl	-25.4
O=C1c2ccccc2C(=O)c2c1c(O)c1ccccc1c2Nc1ccccc1	-31.7
O=C1CCCc2c1[nH]c1c(Br)cccc21	-5.0
O=C1OC(c2ccccc2F)=N/C1=C\c1ccc2c(c1)OCO2	-0.6
Cc1cc(/C=C2\C(=O)NC(=O)N(c3cccc(Br)c3)C2=O)c(C)n1C	-11.7
COc1ccccc1Nc1nc(Nc2ccccc2OC)nc(N2CCOCC2)n1	-9.2
Cc1ccccc1CNC(=O)c1cccc(Cl)c1	-26.4
CCOc1ccccc1NC(=O)C(=O)N/N=C/c1ccc(C(C)(C)C)cc1	-7.5

More compounds
structure	VHR inh color
Cc1ccc(NC(=O)COc2ccc3ccccc3c2)c(C)c1	-16.2
CCOC(=O)c1sc(NC(=O)C2c3ccccc3Oc3ccccc32)c(C(N)=O)c1C	-2.6
O=C1/C(=C/c2ccc(Br)o2)SC(=S)N1c1ccc([N+](=O)[O-])cc1	0.9
CCCC(=O)N1CCN(c2cc(N3CCCCC3)c(F)cc2[N+](=O)[O-])CC1	10.7
Cc1cc(C)cc(N=CC2=C(O)CC(c3ccccc3)CC2=O)c1 (centres undefined)	5.2
COCCCNC(=O)CN(c1cccc(C(F)(F)F)c1)S(C)(=O)=O	-6.1
CC(=O)NNc1nc(-c2ccccc2)c2cc(Cl)ccc2n1	8.9
Cc1cccc(NC(=O)C(=O)NNC(=O)c2ccc(C(C)(C)C)cc2)c1	-10.1
C=CCOc1ccc(Cl)cc1/C=C1/C(=O)NN(c2ccccc2)C1=O	3.4
CCNC(=S)Nc1ccc(C(=O)O)cc1	-10.0
CCCN(CCC)CN1C(=O)S/C(=C/c2ccc(C)cc2)C1=O	-18.8
Cc1[nH]c2ccc(Br)cc2c1CC(=O)NNS(=O)(=O)c1ccccc1	5.9
O=C(NCCc1ccc(Cl)cc1)C(=O)Nc1ccccc1	-21.1
CCCC(=O)Nc1cccc(NC(=O)c2ccc(OC)c(Br)c2)c1	-1.3
COc1cc(/C=C2\SC(=Nc3ccccc3)N(c3ccccc3)C2=O)cc(Br)c1OC	-45.6
Cc1ccc(/C=N\N2CCN(c3ccccc3)CC2)cc1	10.7
CN(c1ccc(C(=O)Nc2cc(Cl)ccc2Cl)cc1)S(=O)(=O)c1ccccc1	-31.4
COc1ccc(S(=O)(=O)N(CC(=O)Nc2cc(Cl)ccc2OC)Cc2ccccc2)cc1	-0.9
O=C(CN(CCc1ccccc1)S(=O)(=O)c1ccc(Cl)cc1)NC1CCCC1	9.5
